Source: PubChem
F508del corr = correctors of CFTR F508del function in bronchial epithelial cells | CFBE cells, YFP halide quenching; stimulated with forskolin plus potentiator P3; % fluorescence drop versus neutral controls | activity (quench increase), % at 7.58 µM | 350,000 compounds, 0.36% hits | AID 720511;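 active means mean added fluorescence quench of at least 8% versus neutral control, with both replicates also reaching 8%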;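 further: cells transiently co-express mutant CFTR-F508del with the halide-sensitive YFP; corrector assay measuring rescue of mutant channel to the surface after 24 h compound exposure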
PglD inh = inhibitors of Campylobacter jejuni PglD acetyltransferase; AID 602405; 360,000 compounds, 0.098% hits; purified PglD enzyme, DTNB colorimetric CoA detection; inhibition, % at 12.5 µM; in the data active means inhibition above about 16%, passing the limit was not always enough; further: strong numbers were not always called active
FN deposit inh = fibronectin deposition inhibition; AH1F fibroblasts, Alexa488-fibronectin deposition fluorescence, overnight; inhibition, % at 12.6 µM; 350,000 compounds, 0.086% hits;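 active means mean inhibition across replicates of 30% or more, regardless of how many single replicates reach that level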;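 further: positive control wells lacked labelled fibronectin entirely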
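Measured by – fluorescence 485/525 nm · System – AH1F fibroblast monolayer, labelled fibronectin deposition · Amount – 10000 cells per well · Buffer or medium – serum-reduced DMEM (2% serum) · Doses – single dose, pinned · Also added – fluorescent fibronectin at 24 nM final · Schedule – 1 h cell attachment, overnight exposure to compound and label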
miR-122 sensor = miR-122 inhibition in Huh7 cells | 340,000 compounds, 0.3% hits | activation (reporter increase), % at 12.5 µM | Huh7 miR-122 Renilla luciferase sensor, 48 h; neutral wells = 0, positive control = 100;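 active means mean replicate activation score at least 90 and every replicate individually at or above 90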;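 further: higher luciferase means less miR-122 activity so hits act as miR-122 inhibitors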
PGC1a acetyl inh = modulators of PGC1a acetylation | U2OS PGC1a acetylation, AlphaScreen anti-acetyl-lysine; with virally co-expressed GCN5 acetyltransferase | inhibition, % at 15.6 µM | 350,000 compounds, 0.17% hits | AID 651687;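 active means every replicate shows inhibition of at least 40%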;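 further: 0% = neutral control wells and 100% = positive control wells; some results beyond the cut were filed as inactive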
GSIS activator = GLuc luminescence reporter in INS-1E cells, primary screen for activators of glucose-dependent secretion of insulin; INS-1E GLuc reporter insulin secretion, 2-3 h; activation, % at 16.6 µM; 370,000 compounds, 0.61% hits;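 active means lowest replicate activation of at least 40%, so every replicate reaches that level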;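 further: 0% = median of neutral control wells and 100% = median of IBMX positive control wells; some compounds called inactive have numbers as strong as hits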
Statin myotox sup = suppression of simvastatin myotoxicity. 330,000 compounds, 0.78% hits. AID 602340. C2C12 myotubes + simvastatin, ATP luminescence, 48 h; scaled: DMSO 0, geranylgeraniol control 100. rescue of ATP level, % at 7.49 µM;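 active means mean ATP rescue above about 67%, or every replicate alone reaching that limit, limit read from the data, passing the limit was not always enough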;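 further: myotubes were challenged with 10 µM simvastatin during compound exposure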
Cneo AK release = Cryptococcus neoformans lysis via adenylate kinase release | C. neoformans lysis, adenylate kinase release luminescence, 4 h; normalised: neutral wells 0, clomiphene wells 100 | lysis activity, % at 15 µM | 360,000 compounds, 0.2% hits | AID 651654;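 active means mean lysis activity across replicates of at least 80%, whatever share of replicates individually reach that level; inactive means mean lysis activity below 80%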
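Signal: Adenylate kinase release luminescence | Assay system: Log-phase Cryptococcus neoformans yeast cells | Input: Cells at 5 × 10^6 per mL | Buffer or medium: Fresh YPD growth medium | Compound: Single dose | Schedule: Static 4 h at 37 °C with compound, 1 h detection | Controls: Clomiphene | Read-out: Luminescence rise reflecting yeast cell lysis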
An asterisk follows results filed as active; / = not tested or not shown; [ ] = remark or other dose.

SMILES | F508del corr | PglD inh | FN deposit inh | miR-122 sensor | PGC1a acetyl inh | GSIS activator | Statin myotox sup | Cneo AK release
O=C(CCCN1C(=O)CCC1=O)Nc1ccccc1F | / | 3 | -4 | -8 | -2 | 11 | 58 | 15
O=C(NC1CCCC1)C(c1ccc(F)cc1)N(C(=O)Cc1cccs1)c1ccc2c(c1)OCCO2 (stereo unspecified) | / | -6 | -2 | / | 3 | / | 26 | 19
O=C1c2ccccc2C(=O)N1CC1CCCO1 (stereo unspecified) | / | 2 | / | -6 | -3 | / | 0 | 3
Cn1cnc2c1c(=O)n(CC(O)CO)c(=O)n2C (stereo unspecified) | / | 2 | 0 | -14 | -3 | / | -5 | -4
Cc1noc(C)c1NC(=O)N(C)C[C@H]1Oc2c(NS(C)(=O)=O)cccc2C(=O)N([C@H](C)CO)C[C@H]1C | 0.0 | 3 | / | -3[16.7 µM] | 0 | 17 | / | 3
COc1ccc(NC(=O)C2CCN(c3nc(-c4ccc(OC)cc4)no3)CC2)cc1 | 0.3 | -6 | 2 | -9 | -6 | 9 | -17 | 0
COc1cccc(C(=O)N2CCC(C(=O)NCc3ccc(C)cc3)CC2)c1 | -3.3 | 4 | -10 | / | / | 13 | 1 | -2
COc1ccccc1N(CC(=O)NCc1ccccc1C)S(=O)(=O)c1ccc(C)cc1 | 3.7 | -6 | -5 | / | / | -21 | -7 | -3
C[C@H]1CN([C@@H](C)CO)C(=O)Cc2cc(NC(=O)CCN3CCOCC3)ccc2O[C@H]1CN(C)CC1CCCCC1 | 1.0 | -3 | / | 3[16.7 µM] | 5 | 5 | 1 | -6
COc1ccc(-n2c(=O)/c(=C\c3cccs3)s/c2=C(/C#N)C(=O)NCCN2CCOCC2)cc1 | -2.8 | 9 | -2 | 4 | -3 | / | 4 | 1
Cc1noc(C)c1NC(=O)N(C)C[C@H]1Oc2ccc(NC(=O)Cn3cnnn3)cc2CC(=O)N([C@H](C)CO)C[C@H]1C | 1.1 | 0 | -5 | -10[16.7 µM] | 8 | 6 | -17 | -4
Cc1ccc2cc(COC(=O)c3cccc([N+](=O)[O-])c3)c(=O)[nH]c2c1 | -1.3 | 3 | -1 | -1 | -6 | 10 | 8 | -1

Next part; the last six above are carried over.
SMILES | F508del corr | PglD inh | FN deposit inh | miR-122 sensor | PGC1a acetyl inh | GSIS activator | Statin myotox sup | Cneo AK release
COc1cccc(C(=O)N2CCC(C(=O)NCc3ccc(C)cc3)CC2)c1 | -3.3 | 4 | -10 | / | / | 13 | 1 | -2
COc1ccccc1N(CC(=O)NCc1ccccc1C)S(=O)(=O)c1ccc(C)cc1 | 3.7 | -6 | -5 | / | / | -21 | -7 | -3
C[C@H]1CN([C@@H](C)CO)C(=O)Cc2cc(NC(=O)CCN3CCOCC3)ccc2O[C@H]1CN(C)CC1CCCCC1 | 1.0 | -3 | / | 3[16.7 µM] | 5 | 5 | 1 | -6
COc1ccc(-n2c(=O)/c(=C\c3cccs3)s/c2=C(/C#N)C(=O)NCCN2CCOCC2)cc1 | -2.8 | 9 | -2 | 4 | -3 | / | 4 | 1
Cc1noc(C)c1NC(=O)N(C)C[C@H]1Oc2ccc(NC(=O)Cn3cnnn3)cc2CC(=O)N([C@H](C)CO)C[C@H]1C | 1.1 | 0 | -5 | -10[16.7 µM] | 8 | 6 | -17 | -4
Cc1ccc2cc(COC(=O)c3cccc([N+](=O)[O-])c3)c(=O)[nH]c2c1 | -1.3 | 3 | -1 | -1 | -6 | 10 | 8 | -1
CCN(CC)CCCn1c2c(c(SCC(=O)Nc3cc(OC)cc(OC)c3)nc1=O)CCC2 | -3.1 | 2 | 3 | / | -7 | 2 | -9 | -1
COC(C[C@H](O)CC(=O)[C@H](C)OCc1ccccc1)OC | -1.1 | 3 | 5 | -2 | / | -11 | -3 | 0
Cc1cccc(-n2c(O)c(C=Nc3ccccc3O)c3ccccc3c2=O)n1 | 1.2 | 3 | 4 | -8 | 2 | -5 | 27 | -3
O=[N+]([O-])c1ccc(N2CCN(C(=S)NC3CCCCC3)CC2)cc1 | / | -15 | / | 3 | -14 | / | 3 | 4
C[C@H]1CN([C@@H](C)CO)C(=O)Cc2cc(NC(=O)C3CC3)ccc2O[C@@H]1CN(C)S(=O)(=O)c1cccs1 | -0.6 | 1 | / | -2[16.7 µM] | -7 | -2 | -10 | -3
O=C(Nc1cccc(Cl)c1)c1cc(S(=O)(=O)N2CCCCC2)c[nH]1 | 0.0 | -6 | 6 | 24 | -10 | / | / | -1
COc1cccc(S(=O)(=O)Nc2ccc3c(c2)[C@H]2C[C@@H](CC(=O)N(C)C)O[C@H](CO)[C@H]2O3)c1 | 0.7 | 5 | 5 | 6[16.7 µM] | -4 | 0 | 1 | 14
CCc1ccc(N2CC(C(=O)Nc3cc(C)on3)CC2=O)cc1 (stereo unspecified) | 0.0 | -5 | / | 3 | -4 | -2 | 13 | 3
CC(C)C#Cc1ccc2c(c1)O[C@@H](CN(C)Cc1cncnc1)[C@@H](C)CN([C@H](C)CO)S2(=O)=O | 1.3 | -3 | 2 | 1[16.7 µM] | -13 | -16 | 4 | 1
O=C(N/N=C/c1ccc([N+](=O)[O-])o1)c1ccccc1-n1cccc1 | -0.6 | -1 | 6 | 1 | -12 | 8 | 4 | 1
COc1ccc(/C=N/NC(=O)c2ccc3nc[nH]c3c2)c(OC)c1OC | 0.1 | 4 | -1 | -9 | -4 | 23 | / | -6
CCCn1c(=NC(=O)CS(=O)(=O)c2ccccc2)sc2cc(S(C)(=O)=O)ccc21 | 3.6 | -2 | 5 | 0 | / | 32 | -2 | 0
CN(Cc1ccon1)Cc1cn(C)nc1-c1ccc2c(c1)OCCO2 | 1.1 | / | -11 | / | -5 | 4 | / | /
C[C@]12c3[nH]c4ccccc4c3CCN1C(=O)C(CC(=O)NCc1ccco1)C[C@@H]2C(=O)N1CCOCC1 (stereo partly specified) | -0.8 | -2 | 6 | -3 | -7 | -1 | 12 | -4
N#CC(C(N)=O)=C1CCC2(CC1)OCCCCO2 | / | / | / | 0 | -4 | / | -5 | -2
O=C(O)c1ccc(NC(=O)c2ccccc2NC(=O)c2cccc(F)c2)cc1 | -1.8 | -6 | -3 | 0 | / | 26 | -6 | -1
O=C(Nc1ccc2nc[nH]c2c1)c1ccco1 | / | -3 | 0 | -4 | 6 | / | / | 0
O=C(CC(F)(F)F)N1C[C@H]2[C@@H](c3ccccc31)[C@@H](CO)N2Cc1cccnc1 | -1.8 | -5 | 2 | -7[16.7 µM] | 1 | 2 | -16 | 4
CCCNC(=O)N1[C@H](CO)[C@@H](c2ccccc2)[C@@H]1CNC(=O)c1cccc(F)c1 | 1.0 | 9 | -9 | 7[16.7 µM] | -6 | 5 | 1 | 0
O=C(Nc1ccc([N+](=O)[O-])cc1)C1COc2ccccc2O1 (stereo unspecified) | 0.6 | 12 | -10 | 4 | 6 | / | -7 | 5
CN(C)C(=O)N1CCC(C(=O)NCc2ccc(F)cc2Cl)CC1 | / | 1 | / | 1 | -13 | 28 | -10 | 2
Cc1cc(C)c(NC(=O)CCN2C(=O)c3ccccc3S2(=O)=O)c(C)c1 | 0.8 | 2 | -5 | -1 | / | 5 | -8 | -1
C[C@@H]1CCCCO[C@H](CN(C)C(=O)Nc2ccccc2)[C@@H](C)CN([C@@H](C)CO)C(=O)c2cc(NC(=O)c3ccncc3)ccc2O1 | -4.4 | 1 | 7 | 3[16.7 µM] | -2 | -11 | / | -2
Cc1ccc2c(c1)NC(=O)C(CC(=O)NCCN(C)C)O2 (stereo unspecified) | 2.2 | -2 | 2 | / | / | 8 | 2 | -5
CC(=O)c1cccc(NC=C2C(=O)OC3(CCCCC3)OC2=O)c1 | / | -4 | / | -4 | -6 | / | -2 | 1
CCCc1cc(=O)[nH]c(SCC(=O)N2CCc3ccccc3C2)n1 | -3.0 | 5 | 1 | 1 | 6 | 6 | 8 | -1
O=C(C[C@@H]1C[C@H]2c3cc(NC(=O)c4ccc5c(c4)OCO5)ccc3O[C@H]2[C@H](CO)O1)NCc1cccnc1 | -3.5 | 4 | / | 6[16.7 µM] | 4 | 0 | 18 | 46
CCOC(=O)/C(C#N)=C/c1c(Oc2cccc(C)c2)nc2c(C)cccn2c1=O | 0.6 | 0 | 5 | -1 | / | 18 | / | -1
CCS(=O)(=O)NCC[C@@H]1CC[C@H](NS(=O)(=O)c2ccccc2C)[C@H](CO)O1 | 0.1 | 0 | 3 | / | 0 | 5 | 3 | 4
O=C(C[C@H]1CC[C@H](NC(=O)c2cccnc2)[C@H](CO)O1)NCc1ccc(Cl)c(Cl)c1 | -1.6 | 1 | -10 | -20[16.7 µM] | 5 | 2 | 0 | 1
CC(C)Oc1ccc(NC(=O)Oc2ccccc2)cc1 | / | -1 | / | 0 | -8 | / | -17 | -2
COc1ccc([C@H]2/C=C\CN(S(=O)(=O)/C=C/c3ccccc3)[C@@H](C)C(=O)N2Cc2ccc(F)cc2)cc1 | -2.0 | -4 | 2 | 6 | -58 | 0 | 1 | 2
O=C(NC1CC1)C1CCN(c2nc3ccccc3s2)CC1 | -4.6 | 8 | 6 | / | / | -8 | 0 | -1
Cc1ccc2cc(C#N)c(SCC(=O)NNC(=O)Cc3ccccc3)nc2c1 | / | 0 | 8 | -4 | 18 | 127* | / | 4
CC(C)(C)C1CCC(C(=O)Nc2nccs2)CC1 (stereo unspecified) | -0.2 | -6 | 2 | 5 | 4 | -2 | -2 | 0
O=C(O)CCN1c2ccccc2Sc2ccccc21 | -4.6 | 11 | -1 | / | / | 69* | 5 | 2
COCCn1c(C)cc(/C=C2/SC(=O)N(C(C)C(=O)OC)C2=O)c1C (stereo unspecified) | -0.9 | / | -8 | / | / | -6 | 1 | /
CCCNC(=O)C[C@@H]1CC[C@@H]2[C@@H](COc3ccc(NC(=O)Nc4cccc(C)c4)cc3C(=O)N2C)O1 | 1.7 | 6 | / | 2[16.7 µM] | 4 | 0 | 8 | -1
O=C(Nc1cccc(/C=C/c2nc3ccccc3c(=O)[nH]2)c1)c1ccccc1Cl | -1.7 | -1 | 12 | -2 | -5 | 5 | -99 | 3
O=C(N/N=C/c1ccc2c(c1)OCCO2)c1ccncc1 | -1.7 | 3 | 2 | / | 1 | -10 | / | 1
O=C(N[C@@H]1CC[C@@H](CCNC(=O)C2CCCC2)O[C@H]1CO)c1ccccn1 | -0.6 | 0 | -4 | -8[16.7 µM] | 4 | -3 | -1 | -4
CCCCCCCNc1cccc(C)c1 | -0.1 | / | -3 | / | -9 | 3 | -9 | /
CN1C(=O)C2(C(C#N)=C(N)Oc3c2oc(CO)cc3=O)c2ccccc21 (stereo unspecified) | -2.8 | -3 | / | -6 | -8 | -6 | 6 | -1
CC(C)N1CC2(CC(c3ccc(Cl)cc3Cl)=NO2)CN1C(=O)c1ccc(C(C)(C)C)cc1 (stereo unspecified) | -2.0 | -5 | -3 | 2 | -4 | -18 | -11 | 0
Cc1ccccc1CN1CCN(S(=O)(=O)c2cccc3nsnc23)CC1 | 1.9 | -1 | 6 | -5 | 5 | -26 | -3 | -1
CCOC(=O)c1ccc(N=Cc2nc(-c3ccccc3)oc2OC(C)=O)cc1 | / | -4 | / | -3 | -11 | -14 | 15 | 0
CCCC(=O)Nc1ccc2c(c1)C(=O)N(C)[C@H]1CC[C@H](CC(=O)NCCc3ccccc3)O[C@@H]1CO2 | 0.1 | -1 | 5 | -17[16.7 µM] | 0 | 5 | 7 | -1
